Screening results (PubChem BioAssay)
C diff growth – C. difficile growth inhibition; 86,000 compounds, 0.25% hits; AID 1259249; Clostridium difficile clinical isolate growth, OD600, 24 h; hits give low values; growth activity, negative = inhibition, % at 16 µg/mL (by protocol);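 active means mean growth activity at or below -80% and every replicate also at or below -80%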;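 further: 0% = DMSO wells and -100% = levofloxacin 16 µg/mL wells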
Pf Dd2 growth – inhibitors of Plasmodium falciparum Dd2 growth; activity change, % at 10 µM; P. falciparum Dd2 growth, SYBR Green, 72 h; hits give low values; 94,000 compounds, 2.3% hits; in the data active means activity change below about -80%
KDM4C inh – inhibitors of human demethylase GASC-1 KDM4C. Q9H3R0. 96,000 compounds, 0.15% hits. GST-KDM4C 2-372, H3K9me3 peptide, LANCE TR-FRET. inhibition, % at 12.5 µM. AID 720574;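 active means mean replicate inhibition above about 25%, with at least 55% of replicates also reaching it, limit read from the data, passing the limit was not always enough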
Target sequence (Q9H3R0 2-372 limits assumed): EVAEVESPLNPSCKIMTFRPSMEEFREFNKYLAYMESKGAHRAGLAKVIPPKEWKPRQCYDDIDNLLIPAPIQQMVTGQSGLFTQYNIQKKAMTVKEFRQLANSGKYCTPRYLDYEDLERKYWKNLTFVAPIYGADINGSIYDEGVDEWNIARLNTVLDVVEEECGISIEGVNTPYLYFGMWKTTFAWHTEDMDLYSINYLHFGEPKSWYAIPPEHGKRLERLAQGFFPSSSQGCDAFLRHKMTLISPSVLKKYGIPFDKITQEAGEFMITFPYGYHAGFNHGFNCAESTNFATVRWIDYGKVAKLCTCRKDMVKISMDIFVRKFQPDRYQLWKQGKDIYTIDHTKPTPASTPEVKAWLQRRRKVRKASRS
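Test system: N-terminal GST-fused human GASC-1 (KDM4C) fragment, residues 2-372; quantity: GASC-1 enzyme at 10 nM final in reaction; dosing: single dose; schedule: 30 min demethylation and 1 h detection at room temperature; signal: LANCE TR-FRET, excitation 340 nm, emissions 618 and 671 nm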
T cruzi growth – inhibitors of T. cruzi proliferation. T. cruzi beta-gal in NIH3T3, GalScreen luminescence, 90 h. inhibition, % at 8.34 µM. 77,000 compounds, 5.9% hits. AID 624255;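 active means mean inhibition above about 93%, with at least 55% of replicates each passing it, limit read from the data, passing the limit was not always enough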
Active calls of the source: *; · = not tested or not shown; & = joins results of further samples.

SMILES | C diff growth | Pf Dd2 growth | KDM4C inh | T cruzi growth
CCC(=O)N1[C@H](CO)[C@@H](c2ccc(-c3cccc(F)c3)cc2)[C@@H]1CN(C)C(C)=O | -7 | 14 | 0.8 | -43
C[C@@H](NC(=O)[C@H]1N[C@H]2c3ccc(-c4cccnc4)c(=O)n3C[C@H]2[C@@H]1CO)c1ccccc1 | 3 | · | 0.1 | 36
CN1C[C@@H]2[C@H](c3ccccc31)[C@H](CO)N2C(=O)Nc1ccccc1Cl | -6 | -36 | 1.2 | 17
CCCC#Cc1cnc2c(c1)C(=O)N([C@@H](C)CO)C[C@@H](C)[C@H](CN(C)Cc1ccc(F)cc1)O2 | 0 | -25 | 2.6 | 37
C[C@@H]1CN([C@@H](C)CO)C(=O)c2cccc(NC(=O)CCCCCC(=O)Nc3ccccc3N)c2O[C@@H]1CN(C)Cc1ccncc1 | 10 | -2 | -0.5 | ·
O=C(C[C@@H]1CC[C@H](NC(=O)C2CC2)[C@H](CO)O1)NC1CCC1 | · | -1 | -0.2 | 27
CO[C@H]1CN(C)C(=O)c2cc(NS(C)(=O)=O)ccc2OC[C@@H](C)N(C(=O)C2CCC2)C[C@H]1C | · | 21 | 0.2 | -8
CNC[C@@H]1Oc2c(NC(=O)NC3CCCCC3)cccc2C(=O)N([C@@H](C)CO)C[C@@H]1C | 3 | 9 | -1.2 | 8
Cc1noc(C)c1S(=O)(=O)Nc1ccc2c(c1)C(=O)N([C@H](C)CO)C[C@H](C)[C@H](CN(C)C(=O)c1ccccc1)OCCCC[C@@H](C)O2 | · | 26 | -1.2 | -52
CO[C@@H]1CN(C)C(=O)c2cc(NC(=O)C3CCCC3)ccc2OC[C@@H](C)N(S(=O)(=O)c2ccc(Cl)cc2)C[C@H]1C | · | -41 | · | 60
O=C(C[C@H]1C[C@H]2c3cc(NC(=O)NC4CCCC4)ccc3O[C@H]2[C@H](CO)O1)NCC1CC1 | -1 | 0 | -5.5 | 1
COCC(=O)Nc1ccc2c(c1)OC[C@H](C)N(Cc1cc(F)ccc1F)C[C@@H](C)[C@H](OC)CN(C)C2=O | · | 9 | -1.2 | 97*

SMILES | C diff growth | Pf Dd2 growth | KDM4C inh | T cruzi growth
COc1ccc2c3c(n(C)c2c1)[C@@H](CO)N(C)CC31CCN(S(=O)(=O)c2cccs2)CC1 | 7 | -77 | -0.6 | ·
CN1C(=O)c2cc(NC(=O)C3CCCCC3)ccc2OC[C@@H]2O[C@@H](CC(=O)NCCc3ccncc3)CC[C@H]21 | -6 | 4 | 1.6 | 28
COc1ccc2c3c([nH]c2c1)[C@@H](CO)N(C(=O)c1ccccn1)CC31CN(C(=O)C2CCC2)C1 | -5 | -22 | 0.1 | ·
C[C@@H]1CCCCO[C@H](CN(C)C(=O)Nc2ccc3c(c2)OCO3)[C@@H](C)CN([C@H](C)CO)C(=O)c2cc(NS(=O)(=O)c3ccccc3)ccc2O1 | -10 | 20 | 0.1 | 41
COc1ccc(S(=O)(=O)N(C)C[C@@H]2Oc3ccc(NC(=O)CCN4CCOCC4)cc3CC(=O)N([C@@H](C)CO)C[C@@H]2C)cc1 | 0 | 3 | -1.8 | 26
O=C(C[C@@H]1CC[C@@H]2[C@H](COC[C@@H](O)CN2C(=O)c2cccnc2)O1)NCc1ccc(-c2ccccc2)cc1 | · | -11 | -0.9 | -4
C[C@@H]1CN([C@H](C)CO)C(=O)Cc2cc(NS(=O)(=O)c3ccc(Cl)cc3)ccc2O[C@@H]1CN(C)C(=O)Nc1ccc(C(F)(F)F)cc1 | -4 | 28 | -0.1 | 16
CCCNC(=O)[C@H]1[C@H](CO)[C@H]2Cn3c(ccc(-c4ccccc4OC)c3=O)[C@@H]1N2C(=O)NCCC | 0 | 11 | -2.4 | -4
CCCNC(=O)N1CC2(C1)[C@H](c1ccccc1)[C@@H](CO)N2Cc1cccc(Cl)c1 | 17 | -31 | -0.8 | ·
CO[C@H]1CN(C)C(=O)c2cc(NS(C)(=O)=O)ccc2OC[C@@H](C)N(Cc2ccccc2)C[C@H]1C | · | -1 | 0.5 | -1
CO[C@H]1CN(C)C(=O)c2ccc(NC(=O)C3CC3)cc2OC[C@H](C)N(CCC(F)(F)F)C[C@H]1C | · | · | 2.8 | 38
N[C@H]1CC[C@H](CCn2cc(-c3ccccn3)nn2)O[C@@H]1CO | · | -15 | 1.4 | -3

SMILES | C diff growth | Pf Dd2 growth | KDM4C inh | T cruzi growth
CN1C(=O)c2cc(NS(=O)(=O)c3ccc(Cl)cc3)ccc2OC[C@H]2O[C@@H](CC(=O)O)CC[C@H]21 | -6 | 14 | -1.3 | -25
CCCC(=O)N1C[C@@H]2[C@H](c3ccccc31)[C@@H](CO)N2C(=O)CC1CC1 | -6 | 18 | -2.4 | 49
C[C@@H]1CN([C@H](C)CO)C(=O)Cc2cc(NS(=O)(=O)c3cn(C)cn3)ccc2O[C@@H]1CN(C)Cc1ccc(Oc2ccccc2)cc1 | -15 | 3 | -0.1 | -15
C[C@@H]1CN([C@@H](C)CO)C(=O)c2cc(-c3cccc(F)c3)cnc2O[C@H]1CN(C)C | -2 | 36 | 1.9 | 31
COCC(=O)Nc1ccc2c(c1)C(=O)N(C)[C@@H]1CC[C@@H](CC(=O)OC)O[C@@H]1CO2 | -5 | -1 | -1.0 | 48
CCCNC(=O)[C@@H]1[C@@H](CO)[C@@H]2Cn3c(ccc(-c4ccncc4)c3=O)[C@@H]2N1C(=O)c1ccccc1F | -2 | 6 | 2.0 | 54
C[C@@H]1CN([C@@H](C)CO)C(=O)c2cccc(NC(=O)C3CCCCC3)c2O[C@@H]1CN(C)C(=O)Nc1ccc(C(F)(F)F)cc1 | -4 | -77 | -1.9 | 12
C[C@H](CO)N1C[C@H](C)[C@H](CN(C)Cc2ccc(F)cc2)Oc2ncc(-c3ccccc3F)cc2C1=O | 9 | -7 | 2.4 | 70
Cc1noc(C)c1NC(=O)Nc1cccc2c1O[C@@H](CN(C)S(=O)(=O)c1ccc(F)cc1)[C@H](C)CN([C@@H](C)CO)C2=O | -4 | 8 | -1.3 | 66
COCC(=O)Nc1ccc2c(c1)C(=O)N(C)C[C@@H](OC)[C@H](C)CN(C(=O)c1ccccc1F)[C@@H](C)CO2 | · | -47 | 0.9 | -3
Cc1ccc(S(=O)(=O)N[C@H]2CC[C@H](CCNC(=O)CN3CCOCC3)O[C@@H]2CO)cc1 | -1 | 13 | -0.5 | -18
COc1ccc(CN(C)C[C@@H]2Oc3ccc(NS(=O)(=O)c4ccc(Cl)cc4)cc3CC(=O)N([C@H](C)CO)C[C@H]2C)cc1 | -17 | -9 | 0.7 | 101*

SMILES | C diff growth | Pf Dd2 growth | KDM4C inh | T cruzi growth
C[C@H]1CN([C@@H](C)CO)C(=O)c2cc(-c3ccc(C#N)cc3)cnc2O[C@@H]1CN(C)C(=O)Nc1ccccc1 | -9 | -13 | -1.0 | 39
C[C@@H]1CCCCO[C@@H](CN(C)C(=O)Nc2ccc3c(c2)OCO3)[C@H](C)CN([C@H](C)CO)C(=O)c2cc(N(C)C)ccc2O1 | -2 | -59 | 4.9 | 39
C[C@H]1CN([C@@H](C)CO)S(=O)(=O)c2ccc(-c3cccnc3)cc2O[C@H]1CN(C)C(=O)NC1CCCC1 | 0 | 1 | -2.0 | ·
CO[C@@H]1CN(C)C(=O)c2ccc(NC(=O)c3cccc(F)c3)cc2OC[C@H](C)N(C(C)=O)C[C@@H]1C | -5 | -41 | -1.9 | -10
O=C(C[C@H]1C=C[C@H](NC(=O)NC2CCCCC2)[C@@H](CO)O1)NCc1ccc(F)cc1 | 2 | -8 | 0.2 | ·
O=C(Cc1cccnc1)N1CC(=O)N2[C@H](CO)[C@@H](c3ccc(C#CC4CCCC4)cc3)[C@@H]2C1 | -4 | -31 | 1.2 | ·
Cc1ccccc1S(=O)(=O)N1CCCCN2[C@H](CO)[C@@H](c3ccc(-c4cccc(F)c4)cc3)[C@H]2C1 | 57 | -40 | -0.9 | 106*
C[C@@H]1CN([C@@H](C)CO)C(=O)c2cc(/C=C/c3ccccc3)cnc2O[C@@H]1CN(C)S(=O)(=O)c1cn(C)cn1 | -1 | -15 | -2.1 | 55
Cc1ccc(S(=O)(=O)Nc2ccc3c(c2)CC(=O)N([C@H](C)CO)C[C@@H](C)[C@H](CN(C)CC2CC2)O3)cc1 | -2 | -6 | 0.6 | -8
CS(=O)(=O)N1[C@@H](C#N)[C@H](c2ccccc2)[C@@H]1CO | -7 | 45 | 1.4 | 4
C/C=C/c1ccc([C@H]2[C@@H](C#N)N(C(=O)NC3CCCC3)[C@H]2CO)cc1 | -4 | -59 | 0.1 | 83
C[C@H]1CCCCO[C@H](CN(C)C(=O)C2CCCCC2)[C@@H](C)CN([C@@H](C)CO)C(=O)c2cc(N(C)C)ccc2O1 | -6 | -28 | 0.4 | 12

An excerpt from above in order of molecular weight, ascending.
SMILES | C diff growth | Pf Dd2 growth | KDM4C inh | T cruzi growth
CS(=O)(=O)N1[C@@H](C#N)[C@H](c2ccccc2)[C@@H]1CO | -7 | 45 | 1.4 | 4
C/C=C/c1ccc([C@H]2[C@@H](C#N)N(C(=O)NC3CCCC3)[C@H]2CO)cc1 | -4 | -59 | 0.1 | 83
O=C(C[C@H]1C=C[C@H](NC(=O)NC2CCCCC2)[C@@H](CO)O1)NCc1ccc(F)cc1 | 2 | -8 | 0.2 | ·
O=C(Cc1cccnc1)N1CC(=O)N2[C@H](CO)[C@@H](c3ccc(C#CC4CCCC4)cc3)[C@@H]2C1 | -4 | -31 | 1.2 | ·
CO[C@@H]1CN(C)C(=O)c2ccc(NC(=O)c3cccc(F)c3)cc2OC[C@H](C)N(C(C)=O)C[C@@H]1C | -5 | -41 | -1.9 | -10
Cc1ccccc1S(=O)(=O)N1CCCCN2[C@H](CO)[C@@H](c3ccc(-c4cccc(F)c4)cc3)[C@H]2C1 | 57 | -40 | -0.9 | 106*
C[C@H]1CN([C@@H](C)CO)S(=O)(=O)c2ccc(-c3cccnc3)cc2O[C@H]1CN(C)C(=O)NC1CCCC1 | 0 | 1 | -2.0 | ·
C[C@H]1CCCCO[C@H](CN(C)C(=O)C2CCCCC2)[C@@H](C)CN([C@@H](C)CO)C(=O)c2cc(N(C)C)ccc2O1 | -6 | -28 | 0.4 | 12
C[C@@H]1CCCCO[C@@H](CN(C)C(=O)Nc2ccc3c(c2)OCO3)[C@H](C)CN([C@H](C)CO)C(=O)c2cc(N(C)C)ccc2O1 | -2 | -59 | 4.9 | 39

(continued)
SMILES | C diff growth | Pf Dd2 growth | KDM4C inh | T cruzi growth
CNC[C@@H]1OCCCC[C@@H](C)Oc2ccc(NS(=O)(=O)c3ccc(C)cc3)cc2C(=O)N([C@@H](C)CO)C[C@H]1C | 1 | · | -1.9 | -6
CN1c2ccc(C3=CCCCC3)cc2[C@H]2[C@H](CCN2C(=O)C2CCCCC2)[C@H]1CO | 3 | -55 | 2.2 | ·
CNC(=O)C[C@@H]1CC[C@H]2[C@H](COc3ccc(NC(=O)c4ccc(F)cc4)cc3C(=O)N2C)O1 | 10 | 14 | -0.8 | 40
Cc1ccc(S(=O)(=O)N2C[C@H](O)COC[C@H]3O[C@H](CC(=O)NCc4ccc5c(c4)OCO5)CC[C@@H]32)cc1 | -5&-8 | · | 0.4 | 11
C[C@@H]1CN([C@@H](C)CO)C(=O)c2cc(NS(=O)(=O)c3ccc(Cl)cc3)ccc2O[C@H]1CN(C)C(=O)NC1CCCCC1 | -1 | -13 | 0.0 | -13
O=C(C[C@H]1C[C@H]2c3cc(NS(=O)(=O)c4ccc(F)cc4)ccc3O[C@H]2[C@H](CO)O1)NCC1CC1 | -1 | -16 | -0.2 | -60
O=C(C[C@H]1CC[C@H]2[C@@H](COC[C@@H](O)CN2Cc2ccncc2)O1)NCc1ccccc1Cl | 1&-7 | -59 | 0.3 | ·
O=C(Nc1ccccc1F)N[C@@H]1CC[C@@H](CCNC(=O)C2CCOCC2)O[C@@H]1CO | -1 | 5 | -1.1 | -3
C[C@H]1CCCCO[C@@H](CN(C)S(=O)(=O)c2ccc(F)cc2)[C@@H](C)CN([C@@H](C)CO)C(=O)c2cc(N(C)C)ccc2O1 | -15 | -1 | 0.9 | 81
CCC(=O)N1C[C@@H](C)[C@H](OC)CN(C)C(=O)c2cc(NC(=O)Nc3ccccc3)ccc2OC[C@@H]1C | · | 27 | -0.4 | -34
COc1ccc(S(=O)(=O)Nc2ccc3c(c2)C(=O)N([C@@H](C)CO)C[C@@H](C)[C@@H](CN(C)C(=O)Nc2ccc4c(c2)OCO4)O3)cc1 | 5 | -19 | 0.3 | 7
CNC[C@@H]1OCCCC[C@H](C)Oc2ccc(NC(=O)Nc3c(C)noc3C)cc2C(=O)N([C@H](C)CO)C[C@H]1C | -3 | 27 | -0.8 | 42
COc1ccc(S(=O)(=O)N(C)C[C@@H]2OCCCC[C@@H](C)Oc3ccc(NS(=O)(=O)c4ccc(F)cc4)cc3C(=O)N([C@H](C)CO)C[C@H]2C)cc1 | 16 | -48 | -0.4 | 101*
